# pAkt inh – Akt phosphorylation inhibition. Neuro2A IGF-stimulated pAkt S473 HTRF, 20 min; hits give low values. activity change, % for hits at 50 µM. actives 0.32% (n = 360,000); in the data active = activity change below about -80%; inconclusive = mostly about -51% to -80%; note: % is set by controls: 0 for no effect and ±100 for the full control effect
#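 Neuro2A cells in DMEM with 0.5% FBS, overnight at 37 deg C, given compound at single 50 µM final, then IGF (6 nM final) for 20 min at 37 deg C. Lysed; phospho-Akt Ser473 by HTRF after 24 h, 665/615 ratio.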
# Mm-Cpn inhibitor – blocks the Methanococcus maripaludis chaperonin Mm-Cpn. purified Mm-Cpn ATPase, ADP Transcreener TR-FRET. Potency, µM (doses to about 76.9 µM), inactives show top-dose activity, negative = inhibition, usual class: inhibitors. actives 0.031% (n = 330,000). AID 504842; note: potency is the fitted concentration of half-maximal effect; % is set by controls: 0 for no effect and ±100 for the full control effect; nearly all actives have a fitted effect of over 80% in size
#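 Purified archaeal chaperonin (25 nM final) was preincubated with compound for 10 min at 37°C, then ATP (10 uM final) was added for 30 min at 37°C in Tris pH 7.4/KCl/MgCl2/DTT buffer. ADP was quantified by HTRF Transcreener TR-FRET.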
# EPAC2 ag – EPAC2 (human) agonism; Potency, µM (titrated, usually from 154 µM), for inactives: top-dose activation, hits mostly activators; actives 0.079% (n = 360,000); Q8WZA2; EPAC2 activation, biochemical qHTS; response scale: 100% = 6.5 mM cAMP response; note: potency is the fitted concentration of half-maximal effect; nearly all actives have a fitted effect of over 50% in size
#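 Readout is BODIPY fluorescence (480 nm excitation, 540 nm emission), which falls as labeled GDP is exchanged off Rap1B. EPAC2 at 100 nM acted on 250 nM RAP1B-BODIPY-GDP with 50 uM GDP present.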
# CCT chaperon mod – modulators of cytosolic chaperonin (CCT/TRiC) activity. actives 0.3% (n = 360,000). activity change, % (no concentration beside the values), hits read low. AID 651819. purified chaperonin ATPase assay, HTRF ADP detection, 30 min; in the data active = activity change below about -30%; note: % is set by controls: 0 for no effect and ±100 for the full control effect
#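 First, chaperonin was dispensed at 40 nM or 20 nM final depending on batch activity. Next, compounds were pinned at 76 uM and ATP added at 10 uM. After 30 min at 37 °C, ADP detection reagents ran 30 min at ambient temperature.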
# PTHR1 agonist – agonists of human PTHR1 parathyroid hormone receptor | Q03431 | HEK293 GP2 PTHR1 cells, GloSensor cAMP luminescence, 1 h | Potency, µM (highest dose often 115 µM), for inactives: at the top dose activation, usual class: activators | actives 0.075% (n = 410,000); note: potency is the fitted concentration of half-maximal effect; nearly all actives have a fitted effect of over 55% in size; some results filed as inactive show a strong effect at the top dose; inactives centre near -15; many of its hits are not listed in these tables
# Target sequence (Q03431 whole entry, looked up): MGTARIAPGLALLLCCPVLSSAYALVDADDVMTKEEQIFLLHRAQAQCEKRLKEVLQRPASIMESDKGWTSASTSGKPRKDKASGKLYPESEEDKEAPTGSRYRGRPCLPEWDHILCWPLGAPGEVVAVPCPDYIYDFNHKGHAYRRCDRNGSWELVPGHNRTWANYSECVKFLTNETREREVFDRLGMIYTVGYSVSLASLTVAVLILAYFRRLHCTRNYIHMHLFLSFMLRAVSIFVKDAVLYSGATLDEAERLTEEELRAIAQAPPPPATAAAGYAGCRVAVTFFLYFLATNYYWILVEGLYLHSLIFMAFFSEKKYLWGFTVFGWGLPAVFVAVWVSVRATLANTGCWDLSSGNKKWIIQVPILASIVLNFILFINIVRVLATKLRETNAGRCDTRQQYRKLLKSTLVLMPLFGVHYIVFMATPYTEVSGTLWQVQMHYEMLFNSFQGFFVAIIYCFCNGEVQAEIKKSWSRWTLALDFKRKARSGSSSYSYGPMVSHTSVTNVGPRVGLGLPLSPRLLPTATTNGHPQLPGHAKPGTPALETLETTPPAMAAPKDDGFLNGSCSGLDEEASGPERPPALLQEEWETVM
#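 HEK-293-derived GP2 cells expressing PTHR1 and a GloSensor cAMP reporter, 3,000/well, plated overnight, given luciferin plus IBMX (each 0.5 mM as added) for 1 h at 37 °C, then compound for 1 h at 37 °C. Luminescence was read after 15 min at room temperature.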
# D3 ag – D3 dopamine receptor (human) agonism; AID 652048; D3R DiscoveRx beta-arrestin cells, luminescence, 90 min; P35462; actives 0.58% (n = 410,000); max activation, %; in the data active = max activation above about 30%; note: 0% is about no effect; mostly tested at two doses, the higher about 12 µM
# Target sequence (P35462 whole entry, looked up): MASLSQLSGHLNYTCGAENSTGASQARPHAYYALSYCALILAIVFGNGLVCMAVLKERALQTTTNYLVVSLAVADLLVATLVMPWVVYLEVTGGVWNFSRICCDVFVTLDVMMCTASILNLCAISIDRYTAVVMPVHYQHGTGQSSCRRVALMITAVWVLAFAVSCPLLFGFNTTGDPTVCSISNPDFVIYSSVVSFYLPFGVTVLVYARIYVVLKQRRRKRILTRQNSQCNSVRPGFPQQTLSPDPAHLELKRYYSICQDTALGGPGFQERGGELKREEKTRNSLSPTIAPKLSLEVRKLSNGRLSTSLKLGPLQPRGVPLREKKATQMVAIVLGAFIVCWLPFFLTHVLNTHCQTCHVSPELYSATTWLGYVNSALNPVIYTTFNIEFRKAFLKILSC
#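 Agonist-mode cell screen: cells plated at 1500/well and incubated overnight at 37 °C, then exposed to library compounds for 90 min at 37 °C. Detection reagent was added for 30–60 min at room temperature, and luminescence was read.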
# EPAC2 antagonist – antagonists of human EPAC2 | Q8WZA2 | EPAC2 GEF exchange of Rap1B-BODIPY-GDP, fluorescence | Potency, µM (titrated, usually from 114 µM), without a hit: at the top dose activity, negative = inhibition, usual class: inhibitors | actives 0.18% (n = 360,000) | AID 720708; note: potency is the fitted concentration of half-maximal effect; % is set by controls: 0 for no effect and ±100 for the full control effect; nearly all actives have a fitted effect of over 45% in size; many of its hits are not listed in these tables
# D3 antag – D3 dopamine receptor (human) antagonism; P35462; AID 652054; actives 2.5% (n = 360,000); D3R cells, DiscoveRx beta-arrestin luminescence, antagonist mode; hits give low values; max response, negative = inhibition, %; in the data active = max response below about -50%; inconclusive = no clear call, values can overlap the other calls; note: % is set by controls: 0 for no effect and ±100 for the full control effect; mostly tested at two doses, the higher about 12 µM
#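 Cells plated overnight at 1500 cells/well, then exposed to library compounds with dopamine controls for 90 minutes at 37 degrees C. DiscoveRx reagent added for 30–60 minutes at room temperature; luminescence read, quantitative HTS format.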
# Active calls of the source: *; i = inactive; u = inconclusive; x = no result given; & = joins results of further samples; [ ] = another dose, or the depositor's remark. Unless noted, calls come from the whole dose curve; as a rule, active = well fitted curve in the direction sought with a large enough effect; inconclusive = small, poorly fitted or top-dose-only effect, or another doubt; inactive = no such curve, though single readings can be large; an effect the other way counts as inactive or inconclusive. Only part of the results is shown, so the mix of outcomes need not match the whole.
entry	Structure	pAkt inh	Mm-Cpn inhibitor	EPAC2 ag	CCT chaperon mod
1	O=C(c1n[nH]c(=O)c2ccccc12)N1CCN(c2ccc(F)cc2)CC1	i	-1%	3%	-2.4
2	O=C(Nc1ccncc1)c1ccc2c(c1)OCCO2	x	0%	-85%[15.6 µM]	0.6
3	COc1ccc(CNC(=O)C2CCC(CNc3c(N4CCOCC4)c(=O)c3=O)CC2)cc1 (stereo not drawn)	i	-1%	1%&3%	-1.9&0.1
4	O=C(Nc1ccc(C2=NCCN2)cc1)c1ccc(C(=O)Nc2ccc(C3=NCCN3)cc2)c([N+](=O)[O-])c1	i	-1%	29%	-3.8
5	COc1cc2c(cc1OC)C1(CCCCC1)CN(C)C2	i	2%[15.4 µM]	-3%	-2.3
6	COC(=O)c1c(NC(=O)C2SC(=NC3CCCCC3)C(C(N)=O)=C2N)sc2c1CCCC2 (stereo not drawn)	i	-1%	3%	2.6
7	Cc1noc(C)c1CSCC(=O)N(C)CC(=O)Nc1cccc(F)c1	i	1%	-6%	-2.0
8	CSc1ccc(Cn2nnc(C(=O)Nc3ccc(C)c(C)c3)c2N)cc1	i	-1%	7%	0.4
9	COc1cc(-c2cnc3c(NC(C)=O)cc(-c4ccc(N5CCN(C)CC5)cc4)cn23)cc(OC)c1OC	i	x	6%	0.6
10	Cc1ccc(N(CC(=O)O)C2SC(=O)NC2=O)cc1 (stereo not drawn)	i	2%	4%	-0.4

entry	PTHR1 agonist	D3 ag	EPAC2 antagonist	D3 antag
1	0%	-2	5%	7
2	i	1	10%	2
3	6%	24&1	7%&-2%	1&10
4	-2%	-5	-20%	-17
5	i	5	0%	31
6	-3%	-6	12%	23
7	i	6	-2%	-5
8	-13%	1	24%	u
9	i	1	12%	5
10	i	4	-9%	1

# New compounds follow.
entry	Structure	pAkt inh	Mm-Cpn inhibitor	EPAC2 ag	CCT chaperon mod
11	O=C1/C(=C\c2cccnc2)CN(Cc2ccccc2)C/C1=C\c1cccnc1	i	1%	2%	-1.6
12	Cc1ccc([N+](=O)[O-])cc1NC(=O)c1ccc(-c2ccccc2)cc1	i	0%	-3%	1.7
13	CCCCN1C(N)=NC[C@@H]1CCCCN	i	x	6%	-0.7
14	Cc1nc2ccccc2n1/N=C/c1cccnc1	i	-1%	6%	-3.3
15	O=C(CCN1C(=O)S/C(=C\c2ccccc2)C1=O)N1CCCCC1	i	2%	12%	-2.8
16	CN(C(=O)NC1CC(=O)N(c2ccc3c(c2)OCCO3)C1)c1ccccc1 (stereo not drawn)	i	1%	-5%	-3.4
17	NC(=O)c1cccnc1Oc1cccc(Cl)c1	i	3%	1%	0.5
18	O=C(O)c1ccc2c(c1)C(=O)N(c1nccs1)C2=O	i	-2%	11%	-0.2
19	CC(C)n1cc(/C=C2/SC(=O)N(CC(=O)N3CCCC3)C2=O)c2ccccc21	i	0%	1%	-0.7
20	COc1ccc(C(C)=O)cc1CS(=O)(=O)CC(=O)NCCc1c[nH]c2ccccc12	i	1%	-3%	-0.6

entry	PTHR1 agonist	D3 ag	EPAC2 antagonist	D3 antag
11	-51%[inhibitor]	-21	3%	u
12	i	-5	u	0
13	-14%	13	-4%	13
14	-1%[57.5 µM]	-7	-1%	18
15	i	6	2%	6
16	i	7	-9%	-7
17	-5%[57.5 µM]	7	3%	25
18	-24%	-3	7%	-23
19	-13%	0	19%	-17
20	i	-18	3%	14

# New compounds follow.
entry	Structure	pAkt inh	Mm-Cpn inhibitor	EPAC2 ag	CCT chaperon mod
21	COC(=O)c1cc(C(=O)OCC(=O)c2ccc[nH]2)cc([N+](=O)[O-])c1	i	-1%	5%	1.7
22	CC(=O)OCC1=C(C(=O)O)N2C(=O)C(NC(=O)CCn3nc(C(F)(F)F)c(Br)c3C3CC3)C2SC1 (stereo not drawn)	i	0%	8%	-2.1
23	O=C(NCCCn1ccnc1)c1sc2cc([N+](=O)[O-])ccc2c1Cl	i	x	-2%	-0.7
24	COc1ccccc1Oc1ccc2c(c1)C(=O)N(c1cccc3ncccc13)C2=O	i	0%	13%	-0.6
25	CCNC(COC(=O)c1ccc([N+](=O)[O-])cc1)C1CCCCC1 (stereo not drawn)	i	x	12%	-2.0
26	CCOC(=O)c1ccc(N[C@@H]2CCN3C(=O)c4ccccc4[C@@H]3C[C@H]2O)cc1	i	5%	1%	2.3
27	CCOC(=O)CC(=O)Nc1nnc(C(C)C)s1	i	0%	6%	1.6
28	CCN(CC(=O)Nc1ccc2c(c1)OCO2)S(=O)(=O)c1ccccc1	i	2%	1%	0.9
29	COC(=O)C1CN(C(=O)COc2ccc(C)c(C)c2)c2ccccc2O1 (stereo not drawn)	i	2%	5%	-1.1
30	Cc1ccc(-c2ccc(=O)n(Cc3c(F)cccc3Cl)n2)cc1	i	-5%	18%	-1.8

entry	PTHR1 agonist	D3 ag	EPAC2 antagonist	D3 antag
21	14%	8	4%	-21
22	-24%	-3	-1%	0
23	-68%[inhibitor]	3	-2%	11
24	-95%[inhibitor]	1	19%	3
25	-33%	-14	14%	12
26	-58%[inhibitor]	13	-8%	6
27	-13%[57.5 µM]	-3	0%	-13
28	-4%	3	-7%	2
29	i	-1	-16%	0
30	-29%	5	-2%	0

# New compounds follow.
entry	Structure	pAkt inh	Mm-Cpn inhibitor	EPAC2 ag	CCT chaperon mod
31	O=C(O)c1ccc(NS(=O)(=O)c2cccc3nsnc23)cc1	i	-5%	7%	1.1
32	COc1ccc(CNC(=O)C(OC(=O)c2ccco2)c2ccc(F)cc2)cc1 (stereo not drawn)	i	0%	5%	-2.4
33	N#CCCN(C(=O)CSc1n[nH]c(=O)[nH]c1=O)c1ccccc1	i	2%	-3%	-1.1
34	Cc1ccc(S(=O)(=O)N2CCN(C(=O)COC(=O)c3cc([N+](=O)[O-])ccc3NCCO)CC2)c(C)c1	i	0%	4%	2.1
35	CC(=O)Nc1ccc(-c2csc(NCCc3ccccc3)n2)cc1	i	-7%	-4%	-1.2
36	Cc1cc(NC(=O)CN2CCC(n3nnc4cc(C(F)(F)F)ccc43)CC2)no1	i	-13%	0%	-2.9
37	CCC(CC)C(=O)OCC(=O)Nc1ccc(S(=O)(=O)N2CCOCC2)cc1OC	i	-1%	12%	-1.3
38	CCC1(CC)Cc2ccccc2-c2nc(CN3CCOCC3)[nH]c(=O)c21	i	-7%	-3%	0.0
39	CC1(C)Cc2c(c(-c3ccccc3)nc3sc4c(=O)[nH]c(=S)[nH]c4c23)CO1	i	-10%	9%	-5.0
40	COc1cc(/C=C2/C(=O)ON=C2c2ccccc2)ccc1O	i	2%	-3%	-1.9

entry	PTHR1 agonist	D3 ag	EPAC2 antagonist	D3 antag
31	-5%[57.5 µM]	-2	1%	-88*
32	-7%	4	-7%	8
33	i	0	-2%	-19
34	i	1	0%	-4
35	i	10	-4%	10
36	-17%[57.5 µM]	6	-2%	10
37	-8%[57.5 µM]	10	18%[57.1 µM]	7
38	-5%	0	-1%	-24
39	-13%	-17	-3%	u
40	-30%	5	7%	16

# Carrying on:
entry	Structure	pAkt inh	Mm-Cpn inhibitor	EPAC2 ag	CCT chaperon mod
41	O=C(NCc1ccccn1)[C@@H]1CCCN1C(=O)[C@@H]1CCCN1C(=O)c1c(F)cccc1F	i	x	2%	-1.7
42	CCCNC(=O)C1(CC2CC(c3ccccc3)=NO2)CCN(C(=O)C2CCCC2)CC1 (stereo not drawn)	i	1%	-1%	1.3
43	O=C1C2C(c3ccccc3)CC=CC2[C@H](c2ccc3ccccc3c2)N1Cc1ccccc1 (stereo partly drawn)	i	-2%	5%	-0.3
44	COc1ccc(/C=N/NC(=O)c2ccc(COc3ccccc3Cl)o2)cc1	i	-1%	-4%	0.1
45	Cc1ccc(CNC(=O)C2CCCN(c3nc4ccsc4c(=O)s3)C2)cc1 (stereo not drawn)	i	-1%	-5%	0.6
46	Cc1sc2ncnc(N3CCCC(C)C3)c2c1C (stereo not drawn)	i	-4%	1%	-1.6
47	CCOC(=O)c1cnc2ccc(C)cc2c1Sc1ccccc1C(=O)OC	i	-2%	-4%	-0.2
48	NC(=O)c1nsc(C(=O)N(c2ccccc2)C(C(=O)NC2CCCC2)c2ccc3ncccc3c2)c1N (stereo not drawn)	i	-10%	-11%	-12
49	Nc1cc(N)cc(C(=O)c2ccccc2)c1	i	x	2%	1.0
50	CCN(CC)CCN(Cc1cc2cc(C)ccc2[nH]c1=O)C(=S)Nc1ccccc1	i	-1%	-3%	-1.5

entry	PTHR1 agonist	D3 ag	EPAC2 antagonist	D3 antag
41	-29%	-2	2%	-18
42	-26%	1	0%	0
43	-56%[inhibitor]	-34	-2%	-21
44	2%	-4	-8%	-29
45	i	4	-8%	6
46	-32%[inhibitor]	9	u	5
47	-22%	2	-2%	-13
48	i	1	35%[activator]	10
49	-6%	11	1%	10
50	-7%	-20	-7%	-5

# (listing goes on)
entry	Structure	pAkt inh	Mm-Cpn inhibitor	EPAC2 ag	CCT chaperon mod
51	CN(C)c1nnnn1-c1ccc(Oc2ncc(C(F)(F)F)cc2Cl)cc1	i	4%	-1%	-0.7
52	COc1cccc(-c2nnc(SCc3ccccn3)n2C)c1	i	0%	-1%	-2.1
53	O=[N+]([O-])CC(c1ccc(F)cc1)c1c[nH]c2ccccc12 (stereo not drawn)	i	1%	19%	-0.2
54	COC(=O)[C@]1(CC(C)C)N[C@H](c2ccc(-c3ccc4c(c3)OCO4)cc2)[C@@H]2C(=O)N(C)C(=O)[C@@H]21	i	-3%	-2%	2.0

entry	PTHR1 agonist	D3 ag	EPAC2 antagonist	D3 antag
51	-23%	-4	-13%	-2
52	i	-4	0%	2
53	-7%	-10	u	-18
54	-35%[inhibitor]	5	-16%	17

# Reformatted with bars between the fields: entries from further up
nr | compound | pAkt inh | Mm-Cpn inhibitor | EPAC2 ag | CCT chaperon mod | PTHR1 agonist | D3 ag | EPAC2 antagonist | D3 antag
52 | COc1cccc(-c2nnc(SCc3ccccn3)n2C)c1 | i | 0% | -1% | -2.1 | i | -4 | 0% | 2
53 | O=[N+]([O-])CC(c1ccc(F)cc1)c1c[nH]c2ccccc12 (stereo not drawn) | i | 1% | 19% | -0.2 | -7% | -10 | u | -18

# Screening results: PubChem, National Center for Advancing Translational Sciences (NCATS)
